ARNT-TACC3 inh = ARNT/TACC3 interaction disruption. Q9Y6A5. AlphaScreen His-ARNT PAS-B/GST-TACC3 binding, luminescence; TACC3 fragment carries E629A point mutation. inhibition, % at 9.99 µM. hit rate 0.66% among 390,000. AID 623870;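 active means mean inhibition of replicates at least 50% and at least half of replicates each reaching 50%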;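 further: 0% = complete ARNT plus TACC3 wells and 100% = ARNT alone without TACC3; many hits fall short of the cut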
PAX8 reporter = PAX8 transcriptional activity inhibition | RMG-I TPO-luciferase reporter, SteadyGlo, 24 h | inhibition, % at 12.6 µM | hit rate 1.2% among 360,000;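 active means mean replicate inhibition at least 60% with every replicate also reaching 60%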;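 further: luciferase light reporting Pax8 driven TPO promoter activity; plate controls were median of neutral control wells for no effect and mitoxantrone controls for full effect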
Starred values were filed as active, the others as inactive. The list is partial. The share of hits here may be higher or lower than overall.

SMILES | ARNT-TACC3 inh | PAX8 reporter
NNC(=O)CN1C(c2ccc(Cl)cc2)=Nc2ccc(Br)cc2C1c1ccccc1 (stereo unspecified) | -11 | 3
c1ccc2c(c1)nc1n2CCS1 | -7 | -15
Cn1cccc1C(=O)OCC(=O)Nc1ccc2c(c1)CCC2 | 1 | -193
CC(C)CCn1c(CN(C)Cc2ccccc2)nc2c1c(=O)n(C)c(=O)n2C | 2 | -4
COc1ccc(CCNC(=O)CN(c2ccc(OC)c(OC)c2)S(C)(=O)=O)cc1OC | -2 | 4
Cc1nnc(SCc2ccc(Cl)cc2Cl)[nH]c1=O | -3 | -31
CC1(C)N=C(N)NC(Nc2ccccc2)=N1 | -4 | 5
CC1=NN(C(N)=S)C(=O)C1N=Nc1c(C)cc(C)cc1C (stereo unspecified) | 12 | -23
O=C(CSc1nc2ccccc2o1)NC(=O)NCc1ccco1 | -19 | 3
CC(=O)c1cccc(N(CC(=O)NCC2CCCO2)C(=O)CCC(=O)Nc2cc(C)on2)c1 (stereo unspecified) | 8 | 0
CC(=O)Nc1nc(C)nc(-c2ccccc2)c1C(C)=O | -1 | 2
CCCCCOc1ccc(N2C(=O)CC(N(O)c3ccccc3)C2=O)cc1 (stereo unspecified) | 3 | -34
Cc1ccc2nsnc2c1S(=O)(=O)N1CCN(C(=O)C2CCCO2)CC1 (stereo unspecified) | 4 | 10
CN(c1cccc(NS(=O)(=O)c2cccs2)c1)S(C)(=O)=O | -2 | 13
CC(=O)NC1CC2CCCC(C1)N2C(=O)Nc1ccc(Cl)c(C(F)(F)F)c1 (stereo unspecified) | -6 | 22
CC(C)NS(=O)(=O)c1ccc(CCC(=O)NCc2ccco2)cc1 | -2 | 21
Cc1ccc(C(=O)NCCCn2ccnc2)o1 | 45 | 11
Nc1cc(=O)[nH]c(=O)n1Cc1ccco1 | 1 | 13
Cc1ccc(S(=O)(=O)N2CCN(C(=O)CN3CCOCC3)C2C(C)C)cc1 (stereo unspecified) | -9 | -9
O=c1ccc2ccc(OCc3nnc(-c4ccccc4Br)o3)cc2o1 | -2 | -8
Cc1cc(NC(=O)c2ccccc2)sc1C | 3 | -103
CC(NC(=O)Cn1cnnn1)C12CC3CC(CC(C3)C1)C2 (stereo unspecified) | -7 | -2
Brc1c(OCCOCCn2cncn2)ccc2ccccc12 | -6 | -40
O=c1c2[nH]c3ccccc3c2ncn1CCC1=CCCCC1 | 2 | -75
CCOC(=O)c1oc2nc(C(C)C)c3c(c2c1N)CC(C)(C)OC3 | -1 | 9

Other entries
SMILES | ARNT-TACC3 inh | PAX8 reporter
CCC(=O)Nc1ccccc1Oc1ccccc1 | -8 | -16
COc1ccccc1CNC(=O)Cn1cccc1 | 7 | 5
Cc1cc(C(=O)OCC(=O)NC2CCS(=O)(=O)C2)c(C)n1-c1ccccc1 (stereo unspecified) | -6 | 0
CC(=O)C1=C(O)C(=O)N(CCc2c[nH]c3ccccc23)C1c1ccco1 (stereo unspecified) | 13 | 25
CC(=O)Nc1cccc(-c2cnc3ccccc3n2)c1 | -3 | -149
COc1ccc(OCc2nc(N)nc(Nc3ccc(C)cc3)n2)cc1 | -2 | -86
CCOC(=O)N1CCN(S(=O)(=O)c2ccc3c(c2)SC(C)C(=O)N3)CC1 (stereo unspecified) | -5 | 1
Cn1ncc(Cl)c1C(=O)NC(=S)Nc1sc2c(c1C#N)CCCCC2 | -8 | -21
Cc1noc(NS(=O)(=O)c2ccc(NC(=O)c3ccoc3C)cc2)c1C | 13 | -4
N#CCSc1nnc(Cc2cccs2)n1C1CCCCC1 | -4 | -6
N#C/C(=C/c1ccc(OCc2ccccc2)cc1)C(=O)NC1CCCCC1 | -7 | -27
Cc1ccc(CSC2=Nc3ccccc3C3=NC(CCC(=O)NCc4ccco4)C(=O)N23)cc1 (stereo unspecified) | -3 | -26
O=c1c2ccccc2ncn1CCCSc1ccccc1 | -28 | -31
CCC(Sc1nc(-c2ccccc2)c(C#N)c(=O)[nH]1)C(=O)Nc1nnc(C)s1 (stereo unspecified) | -4 | 3
CNc1cccccc1=S | 0 | 16
CN(C)S(=O)(=O)c1ccc(NC(=O)N2CCN(c3ccccc3Cl)CC2)cc1 | 2 | 2
c1ccc(CCN2CCN(c3ncnc4c3cnn4-c3ccccc3)CC2)cc1 | 2 | 3
CC(SC1CCCC1)C(=O)NC(C)(C#N)C(C)C (stereo unspecified) | -10 | -12
OC(COc1ccccc1)Cn1cc(Br)cn1 (stereo unspecified) | -2 | -31
O=C1CCC([N+](=O)[O-])C(c2ccc(Cl)cc2)N1 (stereo unspecified) | 4 | 4
COCCNC(=O)C(c1cccs1)N(C(=O)Cn1nnc2ccccc21)c1cccc(C(C)=O)c1 (stereo unspecified) | -3 | 15
CCn1c(CNc2ccc(F)cc2)nnc1SCCN1CCCCC1 | 0 | -3
CC(=O)C(C)Oc1ccc2c3c(c(=O)oc2c1C)CCCC3 (stereo unspecified) | -1 | -59
O=C(CSc1nc2ccccc2c(=O)n1NC(=O)Cc1ccccc1)NCc1ccccc1 | 9 | -5
CC(OC(=O)c1cccs1)C(=O)NCc1cccs1 (stereo unspecified) | -3 | 9

Further records follow:
SMILES | ARNT-TACC3 inh | PAX8 reporter
COc1cc(CC(=O)Nc2ccc(S(=O)(=O)Nc3ncccn3)cc2)cc(OC)c1OC | 2 | -15
O=C(Cn1nc(-c2ccc(Cl)cc2)c2ccccc2c1=O)NCC1CCCO1 (stereo unspecified) | -3 | -39
CCC(=O)NC(Nc1sc2c(c1C(=O)OC)CCCC2)(C(F)(F)F)C(F)(F)F | -7 | 14
O=C(CCNS(=O)(=O)c1cccc2nsnc12)NCCc1ccccc1 | 1 | 0
CS(=O)(=O)Nc1ccccc1C(=O)N1CCOCC1 | -10 | -5
Cc1cc(C)c(NC(=O)C2C3/C=C\CCCCC32)c(C)c1 (stereo unspecified) | 31 | -5
COc1cc2c(=O)n(CCCN3CCOCC3)c(=S)[nH]c2c(OC)c1OC | -1 | 4
Cc1cc(C)nc(/N=C(/NC(=O)c2ccccc2)Nc2ccccc2)n1 | -6 | -7
CN1CCOCCOCCN(C)C1=O | -4 | 0
CC(=O)c1ccc(NC(=O)C(Cc2ccccc2)NC(=O)c2ccco2)cc1 (stereo unspecified) | -7 | -22
COc1ccccc1N1C(=O)CCC1(C#N)c1ccc(Br)cc1 (stereo unspecified) | -8 | -5
O=C(OCn1nnc2ccccc2c1=O)c1cccnc1 | -4 | 3
CCCCCC(=O)Nc1cc2[nH]c(=O)cc(COC)c2cc1C | 0 | 0
O=C(NN=C1CCCCCCC1)C(=O)NC1CCCCC1 | -1 | -3
COc1ccc(Cn2nnc(C(=O)Nc3ccc(F)cc3)c2N)cc1 | -2 | -13
CCOC(=O)C1=C(C)N(C)C(C)=C(C(=O)OCC)C1c1ccccc1 | -9 | 0
COc1ccc(N2CCN(C(=O)CSc3nnc(-c4cc5ccccc5cc4O)n3C)CC2)cc1 | 0 | 26
COc1ccc2ccccc2c1CN1CCCC(CO)C1 (stereo unspecified) | 28 | 6
CC(=O)c1c(C)[nH]c(C(=O)CSc2nc3ccccc3c(=O)n2CCCN2CCOCC2)c1C | 3 | 14
O=C(CCNc1ccccc1)c1ccc2c(c1)OCO2 | 0 | -152
COC(=O)CN1C(=O)C2(C(C#N)=C(N)Oc3ccccc32)C2=C1CC(C)(C)CC2=O (stereo unspecified) | -1 | 8
CCOC(=O)NCC(C)(C)CNC(=O)OCC | -7 | 8
CCc1nnc(NS(=O)(=O)c2ccc(N3C(=O)C4CC=C(Cl)CC4C3=O)cc2)s1 (stereo unspecified) | 3 | -2
Cc1ccc(NCCNc2ccc(C)cc2)cc1 | 3 | -73
O=c1cc(CSc2nnc(COc3ccc(Cl)cc3)o2)c2ccccc2[nH]1 | -8 | 11

Compound profiles (already shown). Order of screens: ARNT-TACC3 inh | PAX8 reporter
`CCOC(=O)C1=C(C)N(C)C(C)=C(C(=O)OCC)C1c1ccccc1` is listed with -9 | 0
`CS(=O)(=O)Nc1ccccc1C(=O)N1CCOCC1` is listed with -10 | -5
`CN1CCOCCOCCN(C)C1=O` is listed with -4 | 0
`COc1ccccc1N1C(=O)CCC1(C#N)c1ccc(Br)cc1` (stereo unspecified) is listed with -8 | -5

The results go on.
SMILES | ARNT-TACC3 inh | PAX8 reporter
CCCCNC(=O)n1c(=O)oc2ccc(Cl)cc21 | -9 | -7
CCCN(CCC)CCNC(=O)C1CCN(Cc2nc(-c3ccc(Cl)cc3)oc2C)CC1 | -12 | 16
COc1ccc(Cn2c(=O)[nH]c3cc(C(=O)NCc4ccc5c(c4)OCO5)ccc3c2=O)cc1 | -4 | 10
Cc1nn(-c2ccccc2)c2sc(C(=O)OCc3nnc(-c4ccccc4)o3)cc12 | -3 | -13
COc1cc(/C=N/O)ccc1OCc1ccc(C(=O)O)cc1 | 2 | 94*
S=c1[nH]cc(-c2ccccc2)n1-c1ccccc1 | 0 | -16
Cc1ccc(S(=O)(=O)c2cc(C#N)c(=O)[nH]c2N)cc1 | -5 | 0
O=C(NCCCCCCNC(=O)OC1CCS(=O)(=O)C1)OC1CCS(=O)(=O)C1 (stereo unspecified) | -4 | 10
O=C(Nc1ccccc1)NC1(C(=O)N2CCN(c3ncccn3)CC2)CCCCC1 | -3 | 3
O=c1nccc(NCc2ccco2)[nH]1 | -3 | 5
Cc1ccc(NC(=O)N2CCC(NC(=O)c3ccccc3C)CC2)cc1 | -5 | -2
Cc1ccc(-c2nnn(CC(=O)N3CCC(C)CC3)n2)o1 | -9 | -37
CC(=O)c1ccc(NC(=O)CCn2c(=O)oc3ccccc32)cc1 | -12 | -35
c1cncc(-c2nn3cnnc3s2)c1 | -2 | 5
N=c1n(Cc2ccccc2)c2ccccc2n1CC(O)COc1ccccc1 (stereo unspecified) | 1 | 10
O=C(NCC1(c2ccccc2)CCCC1)C(=O)N1CCOCC1 | 1 | 0
Cc1cc(NC(=O)CCC(=O)N(C2CC2)C2(C(=O)NC3CCCC3)CCC(C)CC2)no1 (stereo unspecified) | -3 | 22
Cc1ccc(CC2CC(=O)N(CC(=O)O)C2=O)cc1 (stereo unspecified) | 6 | 45
CCOC(=O)C1=C(C)Nc2nc3ccccc3n2C1c1ccccc1 (stereo unspecified) | -1 | 4
Cc1nnc(SCc2cnc(-c3ccccc3)o2)[nH]c1=O | -2 | -3
Cc1nn(C)cc1/C=N\NC(=O)c1ccc2c(c1)c(C)c(C)n2Cc1ccccc1 | -4 | 11
C=CCn1c(SCC(=O)NCC2CCCO2)nnc1C1CCCCC1 (stereo unspecified) | -4 | 3
O=C(CCCc1c[nH]c2ccccc12)N1CCN(S(=O)(=O)c2cccs2)CC1 | -9 | 32
COc1ccc(N=C2NC(=O)S/C2=C\c2ccc(N(C)C)cc2)cc1 | -5 | -68
CCS(=O)(=O)N1CCC(NC(C)=O)(c2ccccc2)CC1 | -1 | 0

Next records follow:
SMILES | ARNT-TACC3 inh | PAX8 reporter
COc1ccc(OCCCC(=O)Nc2nncs2)cc1 | -4 | 11
COc1ccc2c(c1)c1nnc(SCC(=O)N3CCCCC3C)nc1n2C (stereo unspecified) | -2 | 10
Cc1c(NC(=O)CN2CCCc3ccccc32)c(=O)n(-c2ccccc2)n1C | -8 | -1
O=C(NCCCn1ccnc1)c1cc2nc(-c3ccc(Br)cc3)cc(C(F)(F)F)n2n1 | -4 | 15
CC(=O)Nc1ccc(NS(C)(=O)=O)cc1 | -6 | 20
COc1ccccc1NC(=O)CSc1nnc(CC(=O)Nc2ccccc2)n1C | -4 | 11
CCC(C(=O)NC1CCCC1)N(C(=O)Cn1nnc(-c2cccs2)n1)c1cnc2ccccc2c1 (stereo unspecified) | 3 | 17
Cc1cc(C)n(-c2ccc(C(=O)OCC(=O)c3c(N)n(C)c(=O)n(C)c3=O)cc2)n1 | -6 | 3
CCn1c(NC(=O)c2ccc(F)cc2)c2ccccc2nc1=O | 6 | 7
Cc1ccc(N=Nc2c(C)[nH][nH]c2=O)c(C)c1 | 12 | -33

Some of these compounds in order of formula weight, lowest first:
SMILES | ARNT-TACC3 inh | PAX8 reporter
Cc1ccc(N=Nc2c(C)[nH][nH]c2=O)c(C)c1 | 12 | -33
COc1ccc2c(c1)c1nnc(SCC(=O)N3CCCCC3C)nc1n2C (stereo unspecified) | -2 | 10
Cc1cc(C)n(-c2ccc(C(=O)OCC(=O)c3c(N)n(C)c(=O)n(C)c3=O)cc2)n1 | -6 | 3
CCC(C(=O)NC1CCCC1)N(C(=O)Cn1nnc(-c2cccs2)n1)c1cnc2ccccc2c1 (stereo unspecified) | 3 | 17

Ordered by the number under ARNT-TACC3 inh (smallest number first): six from the list above.
Compound	ARNT-TACC3 inh
Cc1c(NC(=O)CN2CCCc3ccccc32)c(=O)n(-c2ccccc2)n1C	-8
Cc1cc(C)n(-c2ccc(C(=O)OCC(=O)c3c(N)n(C)c(=O)n(C)c3=O)cc2)n1	-6
O=C(NCCCn1ccnc1)c1cc2nc(-c3ccc(Br)cc3)cc(C(F)(F)F)n2n1	-4
COc1ccc2c(c1)c1nnc(SCC(=O)N3CCCCC3C)nc1n2C (stereo unspecified)	-2
CCn1c(NC(=O)c2ccc(F)cc2)c2ccccc2nc1=O	6
Cc1ccc(N=Nc2c(C)[nH][nH]c2=O)c(C)c1	12
